# Screens as filed in PubChem BioAssay.
# Efflux pump inh: inhibitors of Candida efflux pumps in yeast, primary screen, S. cerevisiae, Nile Red, multiplex. S. cerevisiae Candida pump triplex. inhibition, % at 10 µM. actives 0.44% (n = 330,000);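 active means plate passing quality check with inhibition over a set limit, or well fluorescence over plate mean plus 4 SD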;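 further: Nile Red retained in pooled yeast measured as flow cytometry median fluorescence; 0% = buffer negative control and 100% = Enniatin B positive control; higher means more Nile Red kept so more efflux inhibition; some compounds called inactive have numbers as strong as hits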
# PREPL inh: PREPL enzyme inhibitors, primary screen, biochemical, fluorescence polarization | Prolyl endopeptidase-like (Homo sapiens), Q4J6C6 | recombinant PREPL, fluorescence polarization activity-based probe | inhibition, % at 5.96 µM | actives 0.68% (n = 320,000) | AID 2751, 2010; in the data active means inhibition above about 43%;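 further: 0% = enzyme with DMSO and 100% = wells lacking enzyme; many of its hits are not listed in these tables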
# PP1 counter: PP1-alpha phosphatase inhibitors, primary screen, counter-screen for PP5 inhibitor project, biochemical, fluorescence, OMFP substrate, single point | inhibition, % at 6.7 µM | Serine/threonine-protein phosphatase PP1-alpha catalytic subunit (Homo sapiens), P62136 | actives 0.9% (n = 320,000) | purified PP1alpha;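 active means inhibition above the mean inhibition of all tested compounds plus 3 SD, computed separately for each screening campaign, cut at about 15% in these data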
# Target sequence (P62136 whole entry, looked up): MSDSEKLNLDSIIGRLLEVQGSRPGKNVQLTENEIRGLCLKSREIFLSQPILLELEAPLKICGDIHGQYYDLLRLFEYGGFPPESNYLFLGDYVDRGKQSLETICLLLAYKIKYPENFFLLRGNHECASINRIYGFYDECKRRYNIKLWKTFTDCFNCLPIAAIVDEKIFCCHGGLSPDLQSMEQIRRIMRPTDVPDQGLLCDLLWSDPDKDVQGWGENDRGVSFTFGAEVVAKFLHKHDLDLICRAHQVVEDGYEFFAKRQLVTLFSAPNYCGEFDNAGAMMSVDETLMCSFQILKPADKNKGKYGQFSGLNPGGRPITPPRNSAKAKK
# TPT1 inhibitor: Candida albicans TPT1 enzyme inhibitors, primary screen, biochemical, fluorescence polarization; inhibition, % at 5 µM; actives 0.81% (n = 300,000); tRNA 2'-phosphotransferase TPT1 (Candida albicans SC5314); recombinant caTPT1, FP RNA substrate dephosphorylation;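 active means inhibition above the mean of all tested compounds plus 3 SD, set per screening campaign, cut at about 24% in these data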;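 further: plate controls were DMSO alone for no effect and ferristatin control at 100 nM for full effect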
# Fh CTSL1 inh: Fasciola hepatica cathepsin L1 inhibitors, primary screen, counter-screen for PFM18AAP inhibitor project, biochemical, QFRET, fluorogenic peptide substrate | AID 1906, 2009 | recombinant F. hepatica cathepsin L1, Z-Leu-Arg-MCA fluorescence | inhibition, % at 5.96 µM | actives 0.49% (n = 300,000);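 active means inhibition above the mean of all tested compounds plus 3 SD, set per screening campaign, cut at about 17% in these data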;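 further: 0% = plate median of test compound wells and 100% = 1 µM Z-Phe-Ala-diazomethylketone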
# PP5 primary: PP5 phosphatase inhibitors, primary screen, biochemical, fluorescence; purified PP5c, OMFP substrate fluorescence; inhibition, % at 6.7 µM; actives 0.18% (n = 320,000);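 active means inhibition above the campaign's mean inhibition across all tested compounds plus 3 SD, cut at about 9.5% in these data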;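 further: 0% = DMSO only and 100% = 100 µM cantharidin control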
# LYPLA2 counter: LYPLA2 inhibitors, primary screen, counter-screen for PME1 inhibitor project, biochemical, fluorescence polarization, FP-Rh probe ABPP; inhibition, % at 5.9 µM; actives 0.38% (n = 320,000); Acyl-protein thioesterase 2 (Homo sapiens), O95372; AID 2177, 2009; recombinant LYPLA2;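 active means inhibition above the screen-wide mean plus 3 SD, limit set per campaign, cut at about 26% in these data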;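 further: 0% = LYPLA2 with DMSO and 100% = wells lacking LYPLA2 enzyme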
# Target sequence (O95372 whole entry, looked up): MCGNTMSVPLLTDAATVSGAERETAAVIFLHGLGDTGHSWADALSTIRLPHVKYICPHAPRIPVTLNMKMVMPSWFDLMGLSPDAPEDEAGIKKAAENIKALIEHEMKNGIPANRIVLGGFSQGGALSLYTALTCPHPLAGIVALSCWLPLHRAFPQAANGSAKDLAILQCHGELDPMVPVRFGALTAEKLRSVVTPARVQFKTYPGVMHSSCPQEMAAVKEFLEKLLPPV
# core dimer inh: inhibitors of HCV core protein dimerization, primary screen, biochemical, TR-FRET, high-throughput | actives 0.33% (n = 300,000) | inhibition, % at 5 µM | TR-FRET GST/Flag-core106 dimerization, 1536-well;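 active means inhibition above the mean of all tested compounds plus 3 SD, set per screening campaign, cut at about 45% in these data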
#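 Test system: GST/Flag-tagged HCV core106 proteins; Medium: KF-containing HEPES buffer, pH 7.45, DTT, CHAPS, BSA; Times: compound-protein-antibody incubation 4 h at 22.5 °C; Detection: TR-FRET 671 and 617 nm emission; Benchmarks: wells lacking GST-core106 and wells with excess unlabelled core106.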
# JMJD2C inh: inhibitors of GASC-1 histone demethylase, primary screen, biochemical, fluorescence, DELFIA europium; GST-JMJD2C(1-420) H3K9me3 demethylation; inhibition, % at 2.35 µM; actives 0.069% (n = 330,000);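 active means more than half of a compound's replicate wells show inhibition beyond 50%, single wells judged on their own value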;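 further: signal counts dimethyl H3K9 product captured on neutravidin plate; 0% = median of DMSO wells and 100% = 0.3 times that DMSO median; strong numbers were not always called active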
# Target sequence (Q9H3R0 1-420 limits assumed): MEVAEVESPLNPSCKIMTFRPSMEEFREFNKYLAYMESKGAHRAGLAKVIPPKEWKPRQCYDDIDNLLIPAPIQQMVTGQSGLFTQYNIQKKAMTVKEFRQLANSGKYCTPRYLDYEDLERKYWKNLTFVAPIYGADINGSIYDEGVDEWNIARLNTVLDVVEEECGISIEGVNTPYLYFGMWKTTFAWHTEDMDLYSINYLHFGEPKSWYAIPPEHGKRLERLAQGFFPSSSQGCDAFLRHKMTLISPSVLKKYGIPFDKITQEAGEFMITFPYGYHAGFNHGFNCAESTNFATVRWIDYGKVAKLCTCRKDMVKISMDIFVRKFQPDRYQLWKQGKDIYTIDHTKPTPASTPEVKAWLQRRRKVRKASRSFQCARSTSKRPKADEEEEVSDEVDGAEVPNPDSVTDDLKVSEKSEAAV
# Starred values were filed as active, the others as inactive; / = no result given; & = joins results of further samples. These rows are one share of the data. The share of hits here may be higher or lower than overall.
# Screens in order – core dimer inh, PP1 counter, Fh CTSL1 inh, TPT1 inhibitor, Efflux pump inh, PREPL inh, LYPLA2 counter, JMJD2C inh, PP5 primary
O=C(CONS(=O)(=O)c1ccc(Cl)cc1)NCCNc1ncc(C(F)(F)F)cc1Cl
→ -2, -5, -1, 4, 0.2, 10, 0, 14, 4.2
S=c1nc2ccccc2c2nc(-c3ccccc3)[nH]n12
→ 0, 2, 2, 0, -0.3, 5, -2, -11, -0.3
O=C(O)CSc1c2c(nc3cc(C(=O)N4CCOCC4)ccc13)CCCC2
→ 0, -2, -2, -4, -0.1, 11, 2, 8, -0.9
O=C(Nc1ccc2c(c1)C(=O)OC2)Nc1cccc2ccccc12
→ 10, -8, -3, 1, 0.4, 10, 2, 80, 1.5
Cn1ncc2c(Nc3cccc(Cl)c3)nc(Nc3cccc(Cl)c3)nc21
→ 1, -2, 0, 1, 0.3, 11, -53, 5, 1.1
N#Cc1c(N(CCO)CCO)nc(N)c2c(N)nc3c(c12)CC(=O)N3CC1CCCO1 (configuration not stated)
→ -1, -4, -3, 1, -0.1, 14, 4, -9, 8.2
O=C(CSCC(=O)c1ccccc1)Nc1ccccc1Cl
→ 1, 0, -3, -1, 0.0, 3, 1, 3, 0.5
CN1C(=O)/C(=C/c2cccc(Cl)c2)Sc2ccc(C(=O)NCc3cccnc3)cc21
→ -1, 12, 9, -3, 0.2, -39, -5, -5, 5.3
Cc1cc(=O)[nH]c2c(C)c(N)ccc12
→ 4, 0, 1, -5, 0.0, 3, 7, 8, -2.1
COc1ccc(CN(C)C(=O)c2ccc(Cl)c(S(=O)(=O)NCc3cccnc3)c2)cc1F
→ /, -1, /, /, -0.3, 11, 4, -1, 0.5
Cc1cccc(-c2noc(CN(C(=O)C(c3ccccc3)c3ccccc3)C(C)C)n2)c1
→ 8, 6, 3, -1, -0.1, -1, -6, -8, 2.8
CCn1c(=O)n(CC)c2cc(N3CCCC3)c(NC(=O)c3ccccc3)cc21
→ -19, 0, -1, -4, -0.3, 5, 3, -27, -0.8
Cc1cccc(NC(=O)C2CC(O)CN2C(=O)OCc2ccccc2)c1 (configuration not stated)
→ -2, -2, 1, 0, 0.0, 0, 11, 1, 0.4
Cc1ccc(C(=O)O[C@H](C(=O)O)[C@H](OC(=O)c2ccc(C)cc2)C(=O)O)cc1
→ -3, 5, 1, -4, 0.0, -7, 4, -1, 1.2
CN(c1ccccc1)S(=O)(=O)c1cccc(C(=O)NCc2ccccc2)c1
→ /, -1, /, /, -0.3, 5, 4, -7, 0.4
O=C(CSc1ccc2ccccc2n1)c1ccc2c(c1)OCO2
→ -1, 1, -2, -2, 0.1, 0, -7, -2, 0.0
CCCc1nnc(SCC(=O)N2CCCCC2C)n1CCCOC (configuration not stated)
→ 6, 0, -1, -1, 0.0, 9, 5, 8, -2.5
COc1ccc(C(CC(=O)O)NC(=O)COc2ccc(C)cc2)cc1OC (configuration not stated)
→ 1, -2, -1, -1, -0.2, 7, 0, 9, -1.9
O=S(=O)(c1ccccc1)c1nc(-c2cccc(Cl)c2)oc1N1CCOCC1
→ -2, 1, 0, -3, -0.2, 3, 1, -8, 3.3
CC(=O)N1CC(=O)N(OCc2ccccc2)C1c1ccc(Cl)cc1Cl (configuration not stated)
→ 0, -2, 2, -1, 0.0, 1, 1, 2, 0.5
CC(C)(C)c1ccc(COc2ccsc2C(=O)O)cc1
→ 5, 2, 6, -2, -0.1, 1, -3, 2, 0.1
Cc1ccc(C2=NS(=O)(=O)N(C)C(C(=O)Nc3ccc(F)cc3F)=C2)cc1
→ 3, 2, 1, -2, -0.2, -7, 1, 5, 2.6
N#Cc1c(NC(=O)c2cccnc2)sc2c1CCC2
→ -8, 4, 0, 0, -0.2, 17, 7, -28, 0.1
COc1cc(NC(=O)Cc2ccccc2)nc(OC)n1
→ 4, 2, -6, 2, 0.2, -5, 0, 1, -0.1
COC(=O)c1ccc(N2C(=O)CC(Sc3n[nH]c(C)n3)C2=O)cc1 (configuration not stated)
→ 27, -2, -6, 5, 0.0, 3, 5, 7, 0.2
CCCCN(C(=O)CSc1cc(C)c2ccccc2n1)c1c(N)n(Cc2ccccc2)c(=O)[nH]c1=O
→ 4, -4, -2, 0, -0.3, -55, 7, -3, -0.5
CC(=O)c1c(C)n(C)c2ccc(O)cc12
→ -3, -3, -1, -2, 0.0, -1, -11, -6, 0.9
CCSc1n[nH]c2nc3c(c(=O)n12)C1(CCCC1)Cc1ccccc1-3
→ -3, 3, 2, 2, 0.3, 10, -1, 0, 1.3
COc1ccccc1/C=C(\C)C(=O)c1c(C)cc(C)[nH]c1=O
→ 0, -2, -2, -4, 0.0, -8, 5, -13, 1.0
O=C(Nc1ccccn1)c1ccc(Cl)c(S(=O)(=O)N2CCc3ccccc32)c1
→ /, 12, /, /, 0.0, -12, -17, 22, 4.0
COc1ccc2[nH]c(CN3CCC(n4nccc4NC(=O)C4CC4)CC3)c(C)c2c1
→ -1, -5, -2, 1, 2.3, 18, 0, 0, -1.2
COc1cc(C(C)=O)ccc1COc1ccc(C(=O)OCC(N)=O)cc1OC
→ -4, 0, -4, 2, 0.0, -3, -7, -5, 1.2
O=C(NNC(=S)NCc1ccc(Cl)cc1)c1cccnc1
→ -13, 1, 0, 0, -0.2, 1, 4, -13, 1.9
CCN(C(=O)CSc1nc(-c2ccccc2)cn1N)c1c(N)n(Cc2ccccc2)c(=O)[nH]c1=O
→ -2, -7, 6, 0, 0.2, 15, -2, 6, -1.9
Oc1oc(-c2ccc(Br)cc2)nc1C=Nc1ccc(Br)cn1
→ 7, -3, -2, -1, 0.8, 2, 2, 0, -0.3
S=c1[nH]nc(CCCc2n[nH]c(=S)o2)o1
→ 1, 2, -1, -2, -0.2, -9, 9, 0, 2.5
CCOC(=O)c1ccccc1NC(=O)COC(=O)CSCC(=O)Nc1cc(C)on1
→ -6, -1, -13, -1, -0.1, 18, 7, 4, -1.1
COc1cc(OC)c(C(=O)Nc2ccc(S(=O)(=O)Nc3ncccn3)cc2)cc1OC
→ 2, -2, 0, -1, -0.2, -5, -2, -18&1, 0.7
Cc1cccc(NC(=O)C(=O)N/N=C/c2ccncc2)c1
→ 2, -1, 2, -1, -0.1, -1, -6, 0, 1.3
O=C(COC(=O)CCC1CCCC1)Nc1ccc(F)cc1
→ /, -2, /, /, -0.1, 8, 5, -2, 3.0
Cc1ccc(S(=O)(=O)N2CCOCC2)cc1C(=O)OCC(=O)NC1CCCC(C)C1C (configuration not stated)
→ /, -3, /, /, -0.3, 0, 0, /, -0.2
Cc1cccc(CCN2C(N(C)C)=NC[C@@H]2CC(C)C)c1
→ 2, -1, -5, 0, 0.0, 7, -5, 6, 0.6
CCOC(=O)c1c(NC(=O)CSc2nnc(CNc3ccc(F)cc3)o2)sc(C)c1C
→ 3, 7, -1, -2, 0.0, 20, 4, 19&4, 5.8
O=C(NC(=S)Nc1ccc(N2CCOCC2)cc1)c1cccc([N+](=O)[O-])c1
→ -3, -3, -2, -3, 0.0, -2, 8, 12, -1.2
O=C1CN(C(=O)COc2cccc(F)c2)c2ccccc2N1
→ -2, 2, -4, -3, -0.2, -6, 1, -3, -0.1
O=C(Nc1ccnn1C1CCN(Cc2cccc(OCCO)c2)CC1)C1CCOC1 (configuration not stated)
→ -2, -8, -2, -2, 0.0, -1, 2, -6, 3.5
CCC(CC)NC(=O)CO/N=C/c1ccccc1OC(F)F
→ -1, -4, 0, -4, 0.1, 18, 3, 0, 0.9
COc1ccc(Cl)cc1S(=O)(=O)N(C)CC(=O)NCCCn1ccnc1
→ 5, -2, 6, 1, 0.0, -4, -3, 14, -0.5
COc1cccc(NC(=O)COC(=O)c2nc(Cl)ccc2Cl)c1
→ 1, -2, -16, -1, 0.0, 3, 7, 5, 0.2
O=C(CCNS(=O)(=O)c1ccccc1)NNC(=O)COc1ccc(Cl)cc1
→ /, -5, /, /, -0.1, 0, 6, /, -3.1
CC(C)C1S/C(=N/N=C/c2cccs2)NC1=O (configuration not stated)
→ -2, 0, 0, 0, 0.3, 7, 5, -17, 0.0
Cc1cccc(NC(=O)CSc2nnc(-c3ccccc3Br)o2)c1C
→ 10, 2, 0, -8, 0.1, -16, 2, -10, 0.8
CCCCNC(=S)N/N=C1\CCCCc2ccccc21
→ 4, -2, 1, 0, 0.1, 9, 8, -3, 0.5
CCOC(=O)CSc1nnc(C)n1N
→ -6, -2, 2, -3, 0.0, 8, -5, 3, 1.6
Cc1cccc(C(=O)Oc2ccccc2/C=N/Nc2ccc([N+](=O)[O-])cc2)c1
→ 2, 7, 0, 39*, 0.2, 6, 3, 7, 4.4
CCOc1cc(S(=O)(=O)n2cnc(C)c2)ccc1Cl
→ -6, -5, 1, 2, -0.2, -2, 0, 11, -0.3
COc1ccc(C)cc1NC(=O)c1ccc(S(=O)(=O)N2CCOCC2)cc1
→ -4, 2, -2, -2, 0.1, 7, 9, -4, 4.2
COc1cc(CN2CCCCC2C(=O)Nc2ccc(Oc3ccccc3)nc2)ccc1O (configuration not stated)
→ 6, -6, 6, -7, -0.5, 7, -4, 10, -3.8

# A draw from above in order of SMILES length, highest first:
# Screens in order – core dimer inh, PP1 counter, Fh CTSL1 inh, TPT1 inhibitor, Efflux pump inh, PREPL inh, LYPLA2 counter, JMJD2C inh, PP5 primary
CCOC(=O)c1ccccc1NC(=O)COC(=O)CSCC(=O)Nc1cc(C)on1
→ -6, -1, -13, -1, -0.1, 18, 7, 4, -1.1
COc1cc(CN2CCCCC2C(=O)Nc2ccc(Oc3ccccc3)nc2)ccc1O (configuration not stated)
→ 6, -6, 6, -7, -0.5, 7, -4, 10, -3.8
O=C(Nc1ccnn1C1CCN(Cc2cccc(OCCO)c2)CC1)C1CCOC1 (configuration not stated)
→ -2, -8, -2, -2, 0.0, -1, 2, -6, 3.5
COc1ccc(Cl)cc1S(=O)(=O)N(C)CC(=O)NCCCn1ccnc1
→ 5, -2, 6, 1, 0.0, -4, -3, 14, -0.5
Oc1oc(-c2ccc(Br)cc2)nc1C=Nc1ccc(Br)cn1
→ 7, -3, -2, -1, 0.8, 2, 2, 0, -0.3
CCC(CC)NC(=O)CO/N=C/c1ccccc1OC(F)F
→ -1, -4, 0, -4, 0.1, 18, 3, 0, 0.9
O=C(COC(=O)CCC1CCCC1)Nc1ccc(F)cc1
→ /, -2, /, /, -0.1, 8, 5, -2, 3.0
S=c1[nH]nc(CCCc2n[nH]c(=S)o2)o1
→ 1, 2, -1, -2, -0.2, -9, 9, 0, 2.5
CCOC(=O)CSc1nnc(C)n1N
→ -6, -2, 2, -3, 0.0, 8, -5, 3, 1.6
